CHOP inhibitor: inhibitors of CHOP induction in ER stress response | 220,000 tested, 3.8% active | inhibition, % at 10 µM | CHO-K1 CHOP-promoter luciferase, tunicamycin-induced, 15-18 h;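 active = compounds that reduced the stress-induced luciferase reporter signal by more than about 70% of percent inhibition, limit read from the data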;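 also: 0% = tunicamycin plus vehicle and 100% = wells without tunicamycin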
PPC-1+TRAIL kill: PPC-1 cancer cell killing with TRAIL present. PPC-1 cells + TRAIL, ATPLite viability luminescence. 220,000 tested, 0.41% active. cell killing (% activity), % at 4 µM. AID 1443;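 active = cell killing above 50% in the first pass at 4 µM, then a duplicate retest at 5 µM averaging 50% or more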;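 also: plate controls were cells with TRAIL plus DMSO for no effect and medium-only wells lacking cells for full effect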
TNF necrop inh: blocks TNF-alpha induced death of Jurkat FADD-/- cells; Jurkat FADD-/- TNF necroptosis rescue, ATP luminescence, 24 h; 0 = TNF only, 100 = no-TNF cells; activation (protection from cell death), % at 10 µM; 220,000 tested, 0.068% active;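 active = activation, meaning protection from cell death, of at least 50% relative to plate controls; inactive = activation below 50%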;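 also: necroptosis triggered by 40 ng/mL TNF-alpha added together with compound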
Starred values were filed as active, the others as inactive; & = joins results of further samples; [ ] = remark or other dose. An excerpt; rates above refer to the full screens.

SMILES	CHOP inhibitor	PPC-1+TRAIL kill	TNF necrop inh
NC(=O)CSc1cn(CCNC(=O)c2cccs2)c2ccccc12	3	3	-0.8
O=C(O)CC(CCc1ccccc1)OC1OC(CO)C(O)C(O)C1O (stereo unspecified)	-1	0	-0.6
COc1cc(O)c(C(CCN2CCOCC2)c2cc(OC)c(OC)c(OC)c2)c(OC)c1 (stereo unspecified)	11	5	1.5
CC(=O)Nc1cc2ccc(OC(C)=O)cc2oc1=O	6	-12	-1.0
CCCCCC/C=C/c1ccc(OC)c([C@H]2[C@H]3C=CC[C@@H](C)[C@@H]3C(=O)N2Cc2ccccc2)c1	0	13	-0.8
C=CCN1c2ccccc2[C@]23C[C@@H](C(=O)OC)N=C2NC(C(=O)OC)=C(C(=O)OC)[C@H]13	-5	-10	-0.1
NC(=O)[C@H]1CC2(CC(c3cccc(NC(=O)COc4ccc(Cl)cc4)c3)=NO2)CN1C(=O)Cc1ccc([N+](=O)[O-])cc1 (stereo partly specified)	21	-2	-14
O=C(NCc1ccc(C(F)(F)F)cc1)C1CC(c2cccc(F)c2)=NO1 (stereo unspecified)	13	10	1.1
OC1O[C@H](c2ccc3c(c2)OCO3)[C@H]2CO[C@H](c3ccc4c(c3)OCO4)[C@@H]12 (stereo partly specified)	-22	-2	2.2
COCCN1C=C2C(=O)C(C)(OC(=O)CCc3ccccc3)C(=O)C=C2C=C1c1ccc(C#N)cc1 (stereo unspecified)	-29	1	0.0
COc1ccc(C2/C=C\CN(C(=O)C3CC3)[C@H](Cc3ccccc3)C(=O)N2Cc2ccc(F)cc2)cc1 (stereo partly specified)	20	-2	3.5
COc1cc(O)c(C(CCN2CCOCC2)c2ccc3c(c2)OCO3)c(OC)c1 (stereo unspecified)	5	1	0.7
COCC(=O)O[C@]1(CCN(C)CCCc2nc3ccccc3[nH]2)CCc2cc(F)ccc2[C@@H]1C(C)C	26&-21	14	-26
COC(=O)CSC1=C(C#N)C(c2ccccc2F)CC(=O)N1 (stereo unspecified)	-4	1	-1.7
COC(=O)CCCC1=CC2=CC(=O)C(C)(OC(=O)c3cccs3)C(=O)C2=CN1C1CC1 (stereo unspecified)	11	16	0.3
COC(=O)CCCC1=CC2=C(c3ccccc3)C(=O)C(C)(OC(=O)C3CCCC3)C(=O)C2=CN1CC1CC1 (stereo unspecified)	-14	1	1.0
CCCCCCNC(=O)N[C@@H](C(=O)NCCC[C@H]1CN2C(=NC[C@@H]2Cc2ccccc2)N1CCc1cccc(OC)c1)C(C)C	-36	16	1.1
Cc1c(C(=O)N2CC3(CC(c4cccc(NC(=O)CC(c5ccccc5)c5ccccc5)c4)=NO3)C[C@@H]2C(N)=O)cc([N+](=O)[O-])cc1[N+](=O)[O-] (stereo partly specified)	18	21	-3.6
COC(=O)c1ccc(C2C(C(=O)Nc3ccc(C)cc3C)=C(C)Nc3ncnn32)cc1 (stereo unspecified)	19	2	-0.3
C[C@@H]1CC=C[C@H]2[C@H]1C(=O)N(Cc1ccccc1)[C@H]2c1ccc(F)c(/C=C/c2ccccc2)c1	23	15	-0.5
COC(=O)CCCC1=CC2=CC(=O)C(C)(OC(=O)c3cccs3)C(=O)C2=CN1CC1CC1 (stereo unspecified)	10	7	-1.4
COc1ccc(-c2ccoc2)cc1[C@H]1[C@H]2C=CC[C@@H](C)[C@@H]2C(=O)N1Cc1ccccc1	41	16	-0.8
Oc1cc(O)c2c(c1)O[C@H](c1ccc(O)c(O)c1)[C@@H](O)C2	0&-19	-2	1.0
Cc1nc(-c2ccc(Cl)cc2)sc1C1(C)CC(c2ccc([N+](=O)[O-])cc2)=NO1 (stereo unspecified)	0	-2	0.0
Cc1ccccc1-c1cc(=O)c2c(O)cccc2o1	22	1	-2.8
NCCCC[C@H]1CNC(=O)C(=O)N1CC1CCCCC1	-6	21	0.6
COc1ccc(CCNC(=O)C2CC(c3ccccc3F)=NO2)cc1 (stereo unspecified)	-4	-15	9.3
NC1=NC[C@H](Cc2ccc(O)cc2)N1CCc1cccc2ccccc12	-7	-6	2.4
COc1cc2ccc(=O)oc2cc1OCC(O)C(C)(C)O (stereo unspecified)	-4	31	2.8
CCCCN1C(N)=NC[C@@H]1Cc1ccc(O)cc1	15	12	1.2
C=CCCN(C1CCCC1)S(=O)(=O)c1ccccc1Br	45	8	0.7
C=C1C(=O)C=C[C@]2(C)C[C@@H]3OC(=O)[C@](C)(O)[C@H]3C[C@@H]12	36	12	9.6
C#CCOCCOCCOCCNc1nc(N2CCN(C(=O)[C@H]([C@@H](C)CC)n3cc([C@@H](N)CC(C)C)nn3)CC2)nc(N2CCN(C(=O)[C@H](Cc3cc4ccccc4[nH]3)n3cc([C@@H](N)C(C)CC)nn3)CC2)n1 (stereo partly specified)	-8	-5	6.0
C=CCC(COCc1ccccc1)NS(=O)(=O)c1ccccc1Br (stereo unspecified)	20	-7	2.5
CCN1CCN(Cc2ccc(NC(=O)c3cc(NC(=O)C(=O)c4c[nH]c5ccccc45)cc(OC)c3)cc2C(F)(F)F)CC1	49	17[5 µM]	-26
CCOC(=O)c1ccc(NC(=O)c2nc[nH]c2C(=O)N2CCN(C(=O)OC(C)(C)C)CC2)cc1	30	1	0.7
COc1ccc(C2C3C=CCC(c4cccc(-c5ccc(C)cc5)c4)C3C(=O)N2Cc2ccccc2)cc1Cl (stereo unspecified)	4	13	-2.9
O=C1NC[C@@H](Cc2cccc3ccccc23)N(CCc2cc(C(F)(F)F)cc(C(F)(F)F)c2)C1=O	97*	-9	0.6
CCC1=C2CC[C@H]3C(=O)N(C)C(=O)[C@H]3[C@H]2[C@@]2(Cc3ccccc3)C(=NCCOC)OC(=O)N2C1=O	2	5	1.2
O=C(c1ccoc1)N1CCC2(CC1)Oc1ccc(F)cc1C(=O)C21CC(c2cccnc2)=NO1 (stereo unspecified)	6	13	3.8
Cc1ccc(C(=O)Nc2cccc(C(F)(F)F)c2)cc1NC(=O)c1cnnc2ccccc12	89*	19	1.5
CC(C)CCNC(=O)c1c(CSc2ccccc2)noc1C(=O)NCc1ccccc1	44	6	2.0
Cc1ccc(SC[C@H](c2ccccc2)N2CCN(CCc3ccccc3)CCC2=O)cc1	-6	-5	1.0
Cc1cccc(CNc2ccc(C(CC(N)=O)NC(=O)c3cccc(Br)c3)cc2[N+](=O)[O-])c1 (stereo unspecified)	51	16	0.1
CN(C)c1ccc(C(=O)Nc2ccc(O)c3c(=O)cc(-c4ccccc4Cl)oc23)cc1	-3	1	2.7
C=CCN1c2ccccc2[C@]23C[C@@H](C(=O)OC)N(C(=O)C4CCC4)C2=NC(C(=O)OC)=C(C(=O)OC)[C@H]13	7	9	0.6
COc1cc(CCCN2C(=O)C(=O)NC[C@@H]2c2ccccc2)cc(OC)c1OC	0	0	0.7
COc1ccc(C(CC(=O)N2CCCCC2)c2c(OC)cc(OC)c3ccc(=O)oc23)cc1 (stereo unspecified)	-23	-8	1.2
O=C(Cn1c(=O)oc2cc(S(=O)(=O)N3CCCCCC3)ccc21)NC1CCCCC1	6	16	3.0
CCCCCC(=O)N1CC2(CC(c3cccc(NC(=O)COc4ccc(Cl)cc4)c3)=NO2)C[C@@H]1C(N)=O (stereo partly specified)	33	13	-6.0

The list continues:
SMILES	CHOP inhibitor	PPC-1+TRAIL kill	TNF necrop inh
NC(=O)CC(NC(=O)Cc1ccc(Br)cc1)c1ccc(NCCc2ccc(Cl)cc2)c([N+](=O)[O-])c1 (stereo unspecified)	18	-18	2.5
COC(=O)CCC(=O)OC1(C)C(=O)C=C2C=C(C3CC3)N(Cc3ccco3)C=C2C1=O (stereo unspecified)	9	23	-0.4
NC(=O)CC(NC(=O)Cc1ccc(Cl)cc1)c1ccc(NCC2CC2)c([N+](=O)[O-])c1 (stereo unspecified)	2	22	11
C#CCOCCOCCOCCNc1nc(N2CCN(C(=O)[C@H](CCCCN)n3cc(C(N)CO)nn3)CC2)nc(N2CCN(C(=O)[C@H](CCC(=O)O)n3cc(C(N)Cc4ccc(O)cc4)nn3)CC2)n1 (stereo partly specified)	-10	19	2.0
O=C(NCCCCc1ccccc1)C1CC(c2ccccc2C(F)(F)F)=NO1 (stereo unspecified)	10	10	2.6
Cc1ccc(C(=O)N[C@@H](C)CN2C3=NC[C@H](C)N3C[C@H]2Cc2ccc(O)cc2)cc1Br	-4	28	-11
COC(=O)CCC(=O)OC1(C)C(=O)C=C2C=C(C3CC3)N(C3CCCC3)C=C2C1=O (stereo unspecified)	-11	7	0.0
O=C(NCc1cc(C(F)(F)F)cc(C(F)(F)F)c1)C1CC(c2cccc(F)c2)=NO1 (stereo unspecified)	20	22	3.6
COc1ccc(C2CC(O)(c3ccccc3)Oc3cc(OC)cc(OC)c32)cc1 (stereo unspecified)	85*	9	0.4
CCCCC1=CC2=CC(=O)C(C)(OC(=O)CC)C(=O)C2=CN1c1ccccc1 (stereo unspecified)	-16	12	-1.6

Next part; the last four above are carried over.
SMILES	CHOP inhibitor	PPC-1+TRAIL kill	TNF necrop inh
COC(=O)CCC(=O)OC1(C)C(=O)C=C2C=C(C3CC3)N(C3CCCC3)C=C2C1=O (stereo unspecified)	-11	7	0.0
O=C(NCc1cc(C(F)(F)F)cc(C(F)(F)F)c1)C1CC(c2cccc(F)c2)=NO1 (stereo unspecified)	20	22	3.6
COc1ccc(C2CC(O)(c3ccccc3)Oc3cc(OC)cc(OC)c32)cc1 (stereo unspecified)	85*	9	0.4
CCCCC1=CC2=CC(=O)C(C)(OC(=O)CC)C(=O)C2=CN1c1ccccc1 (stereo unspecified)	-16	12	-1.6
CN1C(C(=O)NCc2ccc(OC(F)(F)F)cc2)CC2Cn3c(nc4ccccc43)C21 (stereo unspecified)	23	-1	-0.6
CC(=O)Nc1ccc(SC[C@H](Cc2ccccc2)N2CCN(CCc3ccccc3)CCC2=O)cc1	3	37	0.5
COc1cc(O)c(C(CC(=O)N2CCOCC2)c2ccc3c(c2)OCO3)c(OC)c1 (stereo unspecified)	-4	17	1.6
CCOCCn1c(CN2CCCC(C)C2)nc2c1c(=O)n(C)c(=O)n2C (stereo unspecified)	-6	6	0.6
COc1c2ccoc2c(OC)c2oc(=O)ccc12	11	-4	3.6
O=C(Nc1ccccc1)c1cc([N+](=O)[O-])ccc1Cl	6&0	-12	1.8
COc1ccc(-c2ccc(N(C)C)cc2)cc1[C@H]1[C@H]2C=CC[C@@H](C)[C@@H]2C(=O)N1Cc1ccccc1	-16	13	-0.5
COc1cc(O)c(C(CCN2CCCCC2)c2cc(OC)c(OC)c(OC)c2)c(OC)c1 (stereo unspecified)	1	-1	4.6
CCCNC(=O)c1onc(CSc2ccncc2)c1C(=O)NCCC	18	10	1.4
CC(C)(C)OC(=O)NCCCC[C@H](NC(=O)c1nc[nH]c1C(=O)NC1CCN(C(=O)OC(C)(C)C)CC1)C(=O)OC(C)(C)C	28	-4	0.7
CCN1CCN(Cc2ccc(NC(=O)c3cc(NC(=O)C4=NN(c5ccccc5)C(=O)C4)cc(OC)c3)cc2C(F)(F)F)CC1	-1	1	5.0
CN1C(C(=O)NCc2ccccc2)CC2Cn3c(nc4cc5ccccc5cc43)C21 (stereo unspecified)	2	19	4.8
Nc1cnc(CNc2ccccc2Cl)cn1	-20	2	1.0
COC(C[C@@H](O)C[C@H](O)[C@@H](C)OCc1ccccc1)OC	-9	9	1.9
CC(=O)c1ccc([C@H]2C[C@@]34CN(C(=O)OC(C)(C)C)S(=O)(=O)[C@H]3C[C@H]2O4)cc1	-3	-5	-0.1
CN1C(=O)c2ccccc2NC(=O)[C@]12O[C@@H]2c1cccc(O)c1	-1	20	0.0
COc1cc(NC(=O)c2nccnc2N)cc(C(=O)Nc2cccc(C(F)(F)F)c2)c1	54	3	-0.6
Cc1cccc(NC(=O)c2nc[nH]c2C(=O)NCC(=O)OCc2ccccc2)c1	62	22	-9.4
Cn1cnc2c1c(=O)n(Cc1ccccc1)c(=O)n2C	-13	5	-0.7
C[C@H](NC(=O)OCc1ccccc1)C(=O)NNC(=O)[C@H](Cc1ccccc1)NC(=O)OC(C)(C)C	25	-16	0.9

Just TNF necrop inh and CHOP inhibitor, for some of the entries so far:
| SMILES | TNF necrop inh | CHOP inhibitor |
| --- | --- | --- |
| COc1cc(NC(=O)c2nccnc2N)cc(C(=O)Nc2cccc(C(F)(F)F)c2)c1 | -0.6 | 54 |
| Nc1cnc(CNc2ccccc2Cl)cn1 | 1.0 | -20 |
| CN1C(C(=O)NCc2ccccc2)CC2Cn3c(nc4cc5ccccc5cc43)C21 (stereo unspecified) | 4.8 | 2 |

Additional results.
SMILES	CHOP inhibitor	PPC-1+TRAIL kill	TNF necrop inh
OCCOCCn1c(-c2ccccc2)nc(=S)c2c1CCCC2	19	19	0.4
NC1=NC[C@@H](Cc2ccc(O)cc2)N1CCc1cccc2ccccc12	-16	5	2.5
NC(=O)[C@H]1CC2(CC(c3cccc(NC(=O)[C@H]4CCC(=O)N4)c3)=NO2)CN1C(=O)c1ccccc1C(=O)c1ccccc1 (stereo partly specified)	-12	9	0.9
OCCCNc1cc(-c2ccnc(Nc3cccc(Cl)c3)n2)ccn1	103*	50	-19
CCC(=O)OC1(C)C(=O)C2=COC(c3ccc(OC)cc3)=CC2=C(Br)C1=O (stereo unspecified)	29	5	2.6

Entries shown so far that contain a COOH group:
SMILES	CHOP inhibitor	PPC-1+TRAIL kill	TNF necrop inh
O=C(O)CC(CCc1ccccc1)OC1OC(CO)C(O)C(O)C1O (stereo unspecified)	-1	0	-0.6
C#CCOCCOCCOCCNc1nc(N2CCN(C(=O)[C@H](CCCCN)n3cc(C(N)CO)nn3)CC2)nc(N2CCN(C(=O)[C@H](CCC(=O)O)n3cc(C(N)Cc4ccc(O)cc4)nn3)CC2)n1 (stereo partly specified)	-10	19	2.0

Screening results: PubChem BioAssay, several laboratories
